SRC2 inh = inhibits human steroid receptor coactivator 2 | HEK293 GAL4-SRC2 luciferase reporter, luminescence | inhibition, % at 9 µM | 370,000 compounds, 0.17% hits;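 active = inhibition above the mean inhibition of all tested compounds plus 3 SD, set per campaign, cut at about 52% in these data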;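 note: 0% = DMSO treated cells and 100% = cells given Gossypol at 36 µM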
NR2F2 inh = blocks human COUP-TFII nuclear receptor; HEK293T NGFI-A luciferase reporter, luminescence; inhibition, % at 8.6 µM; P24468; 370,000 compounds, 0.7% hits;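 active = inhibition above a per-plate cutoff, mean inhibition of test wells between control levels plus 3 SD, cut at about 38% in these data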;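 note: cells cotransfected with COUP-TFII expression vector driving the NGFI-A reporter; 0% = median of COUP-TF2 test wells and 100% = reporter-only cells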
Target sequence (P24468 whole entry, looked up): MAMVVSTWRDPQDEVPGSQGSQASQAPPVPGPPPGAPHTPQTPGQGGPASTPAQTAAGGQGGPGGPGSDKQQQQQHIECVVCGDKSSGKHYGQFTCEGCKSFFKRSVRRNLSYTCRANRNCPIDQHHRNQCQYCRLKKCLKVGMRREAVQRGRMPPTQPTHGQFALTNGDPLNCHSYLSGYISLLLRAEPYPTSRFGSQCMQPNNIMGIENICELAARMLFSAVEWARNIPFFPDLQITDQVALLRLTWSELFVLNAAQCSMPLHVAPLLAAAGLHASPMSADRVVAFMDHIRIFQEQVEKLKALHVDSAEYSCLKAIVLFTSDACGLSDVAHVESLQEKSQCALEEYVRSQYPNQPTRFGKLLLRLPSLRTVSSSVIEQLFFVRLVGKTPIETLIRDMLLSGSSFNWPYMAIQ
* = called active by the depositor.

Compound: C=CCN=C1NC(c2cccc(F)c2)C(C(=O)OC)=C(C)N1Cc1ccccc1C(F)(F)F (centres undefined)
  SRC2 inh: 9 | NR2F2 inh: -1

Compound: CC(C)C[C@@H]1NC(=O)[C@@H]2CSCCS(=O)(=O)N2C1=O
  SRC2 inh: -32 | NR2F2 inh: 2

Compound: CC1CCC2(CCC(=O)N2CCCOC(=O)c2ccccc2)CC1 (centres undefined)
  SRC2 inh: 14 | NR2F2 inh: -5

Compound: CCC(NC(=O)c1ccc2c(c1)c(C)c(C)n2Cc1ccc(-c2ccccc2C#N)cc1)c1ccccc1 (centres undefined)
  SRC2 inh: -4 | NR2F2 inh: -6

Compound: CC(/C=C/c1ccc2c(c1)OCO2)=N/NC(=O)C1COc2ccccc2O1 (centres undefined)
  SRC2 inh: -10 | NR2F2 inh: -3

Compound: COc1cc2c(cc1OC)[C@@H](NC(=O)c1ccncc1)[C@H](C)[C@H]2c1ccccc1
  SRC2 inh: -23 | NR2F2 inh: -14

Compound: CN(Cc1ccc2c(c1)CCCN2C)C(=O)[C@@H](Cc1ccccc1)NC(=O)[C@H]1O[C@@H](n2ccc(=O)[nH]c2=O)[C@H](O)[C@@H]1O
  SRC2 inh: -8 | NR2F2 inh: -1

Compound: CCc1c(-c2ccccc2F)ncn1CCc1ccccc1OC
  SRC2 inh: 14 | NR2F2 inh: -6

Compound: CCc1ccc(CNCC(=O)N2CCC3(CC2)OCCO3)s1
  SRC2 inh: -33 | NR2F2 inh: -10

Compound: OCCN1CCCC12CCC(c1ccccc1)CC2 (centres undefined)
  SRC2 inh: 18 | NR2F2 inh: -7

Compound: O=C(OC12CCCN(C1)/C(=C/c1ccc(Cl)cc1)C2)C1CCCC1 (centres undefined)
  SRC2 inh: -6 | NR2F2 inh: 3

Compound: N=C1c2ccccc2CN1c1ccc(N2CCOCC2)c(S(=O)(=O)Nc2ccc(Cl)cc2)c1
  SRC2 inh: -5 | NR2F2 inh: -25

Compound: COc1ccc(-n2c(SCC(=O)Nc3ccc(S(=O)(=O)Nc4cc(C)nc(C)n4)cc3)nnc2-c2ccco2)cc1
  SRC2 inh: 16 | NR2F2 inh: 16

Compound: COc1ccc2c(c1)CCCN2C(=O)C1CCCN(S(=O)(=O)c2ccc(C)c(C)c2)C1 (centres undefined)
  SRC2 inh: 6 | NR2F2 inh: 29

Compound: COC(=O)c1c(-c2ccc(C)cc2)csc1NC(=O)c1c(-c2ccccc2)noc1C
  SRC2 inh: -50 | NR2F2 inh: -26

Compound: CC(C)(C)c1ccc(C#C[C@@H]2C=C[C@@H](O)[C@@H](COC(=O)Nc3ccccc3)O2)cc1
  SRC2 inh: 4 | NR2F2 inh: -3

Compound: CCOC(=O)c1csc(NC(=O)C2CCCN(S(=O)(=O)c3ccc([N+](=O)[O-])cc3)C2)n1 (centres undefined)
  SRC2 inh: 14 | NR2F2 inh: 46*

Compound: O=C(CSc1nnc(-c2cnccn2)n1-c1ccccc1)Nc1ccc2cn[nH]c2c1
  SRC2 inh: 15 | NR2F2 inh: -15

Compound: F[B-](F)(F)COCc1ccccc1C#Cc1ccccc1
  SRC2 inh: -49 | NR2F2 inh: -58

Compound: COc1cc2c(cc1OC)C(C)N(C(=O)c1sc(-c3cnccn3)nc1C)CC2 (centres undefined)
  SRC2 inh: -26 | NR2F2 inh: -7

Compound: COC(=O)C1=C(C)N(Cc2cccc(C(F)(F)F)c2)C(=NCc2ccccc2C(F)(F)F)NC1c1cccc(F)c1 (centres undefined)
  SRC2 inh: -11 | NR2F2 inh: 3

Compound: FC(F)(F)Oc1cccc(Cn2ccc3ccc(-c4ccc5ccn(Cc6ccccc6)c5c4)cc32)c1
  SRC2 inh: 0 | NR2F2 inh: -8

Compound: Cc1ccccc1CN1CCCCC(NC(=O)c2ccccc2F)C1=O (centres undefined)
  SRC2 inh: -5 | NR2F2 inh: 7

Compound: COc1ccc(N=C(N)NC(=O)OCc2ccccc2)cc1
  SRC2 inh: -56 | NR2F2 inh: -20

Compound: O=C(CSc1nnc(-c2cccs2)o1)Nc1cccc2ccccc12
  SRC2 inh: -18 | NR2F2 inh: -21

Compound: O=C(CSc1nc2sc3c(c2c(=O)n1-c1ccc(Cl)cc1)CCCC3)c1ccccc1Cl
  SRC2 inh: -34 | NR2F2 inh: -6

Compound: COC(=O)[C@]12C[C@H](CC(=O)N3CCN(C(=O)c4ccco4)CC3)C(=O)N(Cc3ccc(Cl)cc3Cl)C1=C[C@H](COCc1ccccc1)O[C@@H]2C
  SRC2 inh: 2 | NR2F2 inh: 34

Compound: Cc1occc1-c1nnc(SCC(=O)N2CCN(c3ccccc3F)CC2)n1C
  SRC2 inh: 6 | NR2F2 inh: 8

Compound: C[C@@H]1OCN(C)[C@H]2C[C@H]3c4[nH]c5cccc(-c6cccc(F)c6)c5c4CCN3C(=O)[C@@H]12
  SRC2 inh: -2 | NR2F2 inh: -17

Compound: CN1/C(=C\C(=O)COC(=O)c2ccc(O)c(O)c2)C(C)(C)c2ccccc21
  SRC2 inh: 29 | NR2F2 inh: 16

Another view of some results above:
mol | SRC2 inh | NR2F2 inh
Cc1occc1-c1nnc(SCC(=O)N2CCN(c3ccccc3F)CC2)n1C | 6 | 8
C[C@@H]1OCN(C)[C@H]2C[C@H]3c4[nH]c5cccc(-c6cccc(F)c6)c5c4CCN3C(=O)[C@@H]12 | -2 | -17
CN1/C(=C\C(=O)COC(=O)c2ccc(O)c(O)c2)C(C)(C)c2ccccc21 | 29 | 16

Additional entries follow:
Compound: COc1ccc(S[C@]2(C(=O)N3CCN(c4ncccn4)CC3)CC(=O)N(P(=O)(OC)OC)[C@@H]2c2ccc(OC)cc2)cc1
  SRC2 inh: 11 | NR2F2 inh: 20

Compound: Cc1ccc2nc(-c3ccc(C#N)cc3)c(Cc3cccc(F)c3)n2c1
  SRC2 inh: -8 | NR2F2 inh: -15

Compound: CN1C(=O)C[C@@](C#N)(C(=O)N2CCCC2)[C@H]1c1ccccc1
  SRC2 inh: 16 | NR2F2 inh: -2

Compound: CC1C/C=C/C=C/C=C/C=C/C(O[C@@H]2O[C@H](C)[C@@H](O)[C@H](N)[C@@H]2O)CC2OC(O)(CC(O)CC3OC3/C=C/C(=O)O1)CC(O)C2C(=O)O (some centres undefined)
  SRC2 inh: -15 | NR2F2 inh: -7

Compound: O=C(CSc1nnc(-c2ccco2)n1-c1ccc(Cl)cc1)Nc1ccc(S(=O)(=O)Nc2nccs2)cc1
  SRC2 inh: 15 | NR2F2 inh: 2

Compound: C[C@@H]1O[C@@H](n2c3ccc(Cl)cc3c3ccc4c5cc(Cl)ccc5[nH]c4c32)[C@H](O)[C@H](O)[C@H]1O
  SRC2 inh: -6 | NR2F2 inh: -20

Compound: O=C(NCCCc1ccccc1)OC1CC2CC1[C@H]1CCCCN1C2 (some centres undefined)
  SRC2 inh: -8 | NR2F2 inh: 9

Compound: O=S1(=O)C=CCN1Cc1cn(Cc2ccccc2)nn1
  SRC2 inh: 4 | NR2F2 inh: 1

Compound: S=C(Nc1ccc(I)cc1)OC1CCC12CCC(c1ccccc1)CC2 (centres undefined)
  SRC2 inh: 0 | NR2F2 inh: -22

Compound: COc1ccc(CCNC(=O)Nc2ccc3c(c2)[C@]2(CC(=O)N(CC(C)C)C2c2ccccc2)C(=O)N3C)cc1OC (some centres undefined)
  SRC2 inh: 16 | NR2F2 inh: -11

Compound: COC(=O)c1cc(CNC(=O)c2cccc(Cl)c2Cl)ccc1OC
  SRC2 inh: 10 | NR2F2 inh: 27

Compound: Cc1cc2ccccc2n2c(SCC(=O)NCC3CCCO3)nnc12 (centres undefined)
  SRC2 inh: -11 | NR2F2 inh: 2

Compound: FC(F)(F)c1ccc(C2[C@H]3CN(Cc4ccc(-c5ccccc5)cc4)[C@H](c4ccccc4)C34CC2(c2ccccc2)C4)cc1 (some centres undefined)
  SRC2 inh: -25 | NR2F2 inh: -12

Compound: O=C1NN(c2ccc(F)cc2)C(=O)/C1=C\c1cnn(-c2ccccc2)c1
  SRC2 inh: -18 | NR2F2 inh: -16

Compound: O=S1(=O)N[C@@H](Cc2ccccc2)COc2cc(NCCCN3CCOCC3)ccc21
  SRC2 inh: 6 | NR2F2 inh: 15

Looked up by structure from the entries so far:
Compound: COC(=O)c1cc(CNC(=O)c2cccc(Cl)c2Cl)ccc1OC
  SRC2 inh: 10 | NR2F2 inh: 27

Compound: Cc1ccc2nc(-c3ccc(C#N)cc3)c(Cc3cccc(F)c3)n2c1
  SRC2 inh: -8 | NR2F2 inh: -15

Compound: O=S1(=O)N[C@@H](Cc2ccccc2)COc2cc(NCCCN3CCOCC3)ccc21
  SRC2 inh: 6 | NR2F2 inh: 15

Compound: O=S1(=O)C=CCN1Cc1cn(Cc2ccccc2)nn1
  SRC2 inh: 4 | NR2F2 inh: 1

Compound: COc1ccc(CCNC(=O)Nc2ccc3c(c2)[C@]2(CC(=O)N(CC(C)C)C2c2ccccc2)C(=O)N3C)cc1OC (some centres undefined)
  SRC2 inh: 16 | NR2F2 inh: -11

(listing goes on)
Compound: COC(=O)C1CN(Cc2ccccc2)CCS(=O)(=O)N1Cc1ccccc1F (centres undefined)
  SRC2 inh: -2 | NR2F2 inh: -15

Compound: FC(F)(F)Oc1cccc(Cn2ccc3ccc(-c4ccc5ccn(Cc6cccc(OC(F)(F)F)c6)c5c4)cc32)c1
  SRC2 inh: 13 | NR2F2 inh: 11

Compound: C[C@@H]1COc2cc(Br)ccc2S(=O)(=O)N1Cc1cn(Cc2ccc(C(F)(F)F)cc2)nn1
  SRC2 inh: -5 | NR2F2 inh: 1

Compound: COC(=O)C12C=C3CC(c4ccccc4)=C3C(=O)N1Cc1[nH]c3ccccc3c1C2 (centres undefined)
  SRC2 inh: -13 | NR2F2 inh: 6

Compound: C[C@@H]1CN(C(=O)OC(C)(C)C)CCN1c1ccc(Br)c(C#N)c1
  SRC2 inh: 32 | NR2F2 inh: 22

Compound: COc1cccc(CNC(=O)C2CCCN(c3nc4ccccc4o3)C2)c1OC (centres undefined)
  SRC2 inh: -4 | NR2F2 inh: -8

Compound: O=C(CSc1nc2ccccc2nc1N1CCOCC1)NCc1ccc(Cl)cc1Cl
  SRC2 inh: 17 | NR2F2 inh: 8

Compound: Cc1cc(N2CCN(CC(C)(C)O)C[C@H]2C)ccc1N1CCN(CC(C)(C)O)[C@H](C)C1
  SRC2 inh: 4 | NR2F2 inh: 4

Compound: O=C(Cc1c[nH]c2ccccc12)Nc1ccc(Nc2cccnc2)c(-c2cccc(Cl)c2)c1
  SRC2 inh: -21 | NR2F2 inh: -18

Compound: COC(=O)C1=C(C)N(Cc2cccc(C(F)(F)F)c2)C(=NCc2ccc(C(F)(F)F)cc2)NC1c1ccc(Cl)cc1 (centres undefined)
  SRC2 inh: -16 | NR2F2 inh: 1

Compound: Cc1ccc(-c2nc3ncccn3c2NC(=O)c2ccc(F)cc2)cc1
  SRC2 inh: 14 | NR2F2 inh: 12

Compound: COCCN1Cc2cc(C(=O)OC)c3c(c2C1=O)c1cc(OC)ccc1n3S(C)(=O)=O
  SRC2 inh: 4 | NR2F2 inh: 7

Compound: CCCCCN(C(=O)Cc1c(C)n(CCCCC)c2ccccc12)c1ccc(Oc2cccnc2)c(C)c1
  SRC2 inh: -26 | NR2F2 inh: 18

Compound: Clc1cccc(CSc2ncnc3sc4c(c23)CCCC4)c1
  SRC2 inh: -5 | NR2F2 inh: -23

Compound: COc1ccc(C)cc1N
  SRC2 inh: 9 | NR2F2 inh: 1

Compound: CCN(C(=O)COC(=O)c1ccc(Sc2ncn[nH]2)c([N+](=O)[O-])c1)c1ccccc1C
  SRC2 inh: -10 | NR2F2 inh: -6

Compound: COC(=O)[C@]12C[C@H](CC(=O)NCc3cccs3)C(=O)N(Cc3ccco3)C1=C[C@H](C1CCCC1)O[C@@H]2C
  SRC2 inh: 3 | NR2F2 inh: 0

Compound: Cc1onc(-c2ccccc2)c1C(=O)NN=Cc1cc(Cl)cc(Cl)c1O
  SRC2 inh: 24 | NR2F2 inh: 8

Compound: COc1ccc(C([O-])=Nc2ccc[n+](-c3nc4ccccc4nc3NS(=O)(=O)c3ccccc3)c2)cc1
  SRC2 inh: -11 | NR2F2 inh: -1

Compound: C#CCNC(=O)C[C@H]1C[C@@]2(C(=O)OC)C(=C[C@H](C3CCCC3)O[C@@H]2C)N(Cc2ccco2)C1=O
  SRC2 inh: 0 | NR2F2 inh: -6

Compound: CCOC(=O)[C@]12CCCCC/C=C\1N(Cc1ccc(OC)cc1)C(=O)[C@H]2CC(=O)N1CCSCC1
  SRC2 inh: -19 | NR2F2 inh: 7

Compound: CN1CCN(c2ccc3c(c2)Oc2ccccc2CN(Cc2cn(Cc4ccc(C(F)(F)F)cc4)nn2)S3(=O)=O)CC1
  SRC2 inh: -11 | NR2F2 inh: 1

Compound: O=C(C(=O)N1CCC(CNS(=O)(=O)c2ccccc2)CC1)c1cc2ccccc2o1
  SRC2 inh: 13 | NR2F2 inh: -17

Compound: CCOC(=O)c1c2ccc(OCC(=O)N/N=C/c3ccc(Cl)cc3)cc2n2ccccc12
  SRC2 inh: 0 | NR2F2 inh: 1

Compound: CCOC(=O)N(C)[C@H]1C[C@H]2c3[nH]c4ccccc4c3CCN2C(=O)[C@H]1[C@H](C)O
  SRC2 inh: 3 | NR2F2 inh: 9

Compound: CC(NCc1ccco1)C(=O)N1CCN(c2cccc(C(F)(F)F)c2)CC1 (centres undefined)
  SRC2 inh: -20 | NR2F2 inh: 7

Assay outcomes from PubChem.

These rows are one share of the data, so the mix of outcomes need not match the whole.
